EP2 modulator: modulators of human EP2 prostaglandin E2 receptor; 260,000 tested, 0.83% active; induction, % at 25 µM; P43116; EP2-expressing cells, cAMP HTRF FRET, PGE2 co-stimulation;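 active = compounds whose cAMP rise, as percent of the full-agonist control response, exceeds 60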;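 note: rat C6 glioma line stably carrying human EP2 under a CMV promoter; the protocol text gives 20 µM as final concentration; 100% = response of wells given 1 µM PGE2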
Target sequence (P43116 whole entry, looked up): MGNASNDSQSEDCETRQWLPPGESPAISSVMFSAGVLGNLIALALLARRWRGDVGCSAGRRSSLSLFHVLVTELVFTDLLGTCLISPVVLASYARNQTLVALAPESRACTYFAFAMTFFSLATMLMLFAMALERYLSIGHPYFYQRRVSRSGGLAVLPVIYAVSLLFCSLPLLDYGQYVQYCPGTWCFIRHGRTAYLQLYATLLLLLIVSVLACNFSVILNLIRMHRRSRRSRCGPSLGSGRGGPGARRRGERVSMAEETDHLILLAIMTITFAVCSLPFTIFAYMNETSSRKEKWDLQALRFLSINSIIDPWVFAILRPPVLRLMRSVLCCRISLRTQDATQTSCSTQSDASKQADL
PPC-1+TRAIL kill: kills PPC-1 cancer cells in the presence of TRAIL; PPC-1 cells + TRAIL, ATPLite viability luminescence; cell killing (% activity), % at 4 µM; AID 1443; 220,000 tested, 0.41% active;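 active = cell killing above 50% in the first pass at 4 µM, then a duplicate retest at 5 µM averaging 50% or more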;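 note: plate controls were cells with TRAIL plus DMSO for no effect and medium-only wells lacking cells for full effect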
NPY Y1 blocker: blocks the human neuropeptide Y Y1 receptor | P25929 | HEK293-CNG Y1 cells, membrane potential fluorescence; NPY at EC95, then isoproterenol | inhibition, % at 3.6 µM | 200,000 tested, 1% active | AID 1040;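 active = inhibition above the campaign mean inhibition of all tested compounds plus 3 SD, cut at about 20% in these data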;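 note: 0% = DMSO wells given NPY plus isoproterenol and 100% = isoproterenol alone without NPY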
Target sequence (P25929 whole entry, looked up): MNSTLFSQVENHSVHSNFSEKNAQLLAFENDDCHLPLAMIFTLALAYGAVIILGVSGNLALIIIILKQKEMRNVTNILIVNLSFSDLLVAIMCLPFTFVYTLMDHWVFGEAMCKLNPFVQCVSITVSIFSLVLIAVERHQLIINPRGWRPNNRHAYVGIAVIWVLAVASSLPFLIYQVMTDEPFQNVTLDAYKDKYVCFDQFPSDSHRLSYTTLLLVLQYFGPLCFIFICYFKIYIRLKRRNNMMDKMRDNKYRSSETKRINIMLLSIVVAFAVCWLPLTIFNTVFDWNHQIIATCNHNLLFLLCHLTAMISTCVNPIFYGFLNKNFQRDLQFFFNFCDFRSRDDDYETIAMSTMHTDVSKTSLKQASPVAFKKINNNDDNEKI
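Material: HEK293 Y1/CNG channel cell line; also added: NPY (25 nM), isoproterenol (1 µM), Ro 20-1724 (25 µM); doses: one concentration, 3.6 µM, in 0.4% DMSO; schedule: compound incubation 1 h at room temperature, readout 45 min post-stimulation; technique: membrane potential fluorescence; measure: fluorescence ratio normalized to % inhibition between controls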
TRPML3 ag: agonists of human TRPML3 channel | HEK293 TRPML3-YFP, Fluo-8 calcium fluorescence; 100% = the carbachol control signal | activation, % at 3 µM | AID 1448 | Q8TDD5 | 220,000 tested, 0.29% active;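 active = activation above its plate's cutoff, the mean activation of the plate's test wells plus 3 SD, cut at about 12% in these data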;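 note: 0% = DMSO only wells and 100% = carbachol wells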
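Test system – HEK293 line with stable expression of human TRPML3-YFP channel · Control set – carbachol 87 µM final as high control (100%), DMSO as low control (0%) · Signal – Fluo-8 calcium dye fluorescence, ex 470-495, em 515-575 nm · Incubation – 1-h 37 °C dye load, 5-s basal, 120-s post-compound reads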
14-3-3 Bad inh: disrupts binding of bovine 14-3-3 zeta to phospho-Bad peptide. P63103. TR-FRET 14-3-3zeta/Dy647-pBad peptide displacement, 1 h. inhibition, % at 21.7 µM. 220,000 tested, 0.71% active. AID 781;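 active = inhibition above about 70%, limit read from the data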;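 note: 0% = full 14-3-3 plus peptide FRET controls and 100% = background without 14-3-3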
Target sequence (P63103 whole entry, looked up): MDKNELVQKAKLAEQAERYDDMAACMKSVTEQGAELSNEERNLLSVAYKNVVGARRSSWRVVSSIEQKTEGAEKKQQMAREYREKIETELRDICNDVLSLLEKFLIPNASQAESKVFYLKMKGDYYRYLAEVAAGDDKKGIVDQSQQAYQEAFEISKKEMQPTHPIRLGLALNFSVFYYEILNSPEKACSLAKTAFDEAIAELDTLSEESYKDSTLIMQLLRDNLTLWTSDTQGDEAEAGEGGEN
NPY-Y1 PAM-ag: potentiates or activates human NPY-Y1 receptor | P25929 | 220,000 tested, 0.37% active | NPY-Y1 expressing cells, potentiator/agonist activation | activation, % at 3.6 µM; in the data active = activation above about 33%, passing the limit was not always enough;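 note: cells stimulated with NPY at EC10 then isoproterenol at EC100; 0% = low agonist plus stimulus and 100% = saturating agonist plus stimulus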
zfTRPN1 agonist: activates the zebrafish TRPN1 channel; HEK293 zebrafish TRPN1-YFP, Fluo-8 calcium fluorescence; 100% = response to 87 µM carbachol; activation, % at 3 µM; 220,000 tested, 0.18% active; AID 1424;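 active = activation above its plate's cutoff, the mean activation of test wells on that plate plus 3 SD, cut at about 19% in these data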;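 note: 0% = DMSO alone and 100% = 87 µM carbachol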
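Assay system: Zebrafish TRPN1-YFP in HEK293 cells | Incubation: Dye loading 1 h at 37 °C, then 30 min room temperature | Measured by: Kinetic Fluo-8 fluorescence, ex 470-495, em 515-575 nm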
CHOP inh: inhibitors of CHOP induction in ER stress response | CHO-K1 CHOP-promoter luciferase, tunicamycin-induced, 15-18 h | inhibition, % at 10 µM | 220,000 tested, 3.8% active;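 active = compounds that reduced the stress-induced luciferase reporter signal by more than about 70% of percent inhibition, limit read from the data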;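 note: 0% = tunicamycin plus vehicle and 100% = wells without tunicamycin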
EP2 antag: inhibitors of human EP2 prostaglandin E2 receptor | P43116 | 260,000 tested, 0.52% active | inhibition, % at 25 µM | C6 glioma cells expressing human EP2, cAMP TR-FRET; cells stimulated with saturating PGE2 | AID 1422;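 active = percent inhibition above 40 after rounding to a whole number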;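 note: rat C6 glioma host cells with rolipram phosphodiesterase inhibitor present; the protocol text gives 20 µM as final concentration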
* hit, by the source's call; & = joins results of further samples; [ ] = another dose, or the depositor's remark.

How did Cc1nc(SCC(=O)N2CCC(C(N)=O)CC2)n[nH]1 do in these assays?
EP2 modulator: -5&-10; PPC-1+TRAIL kill: 9; NPY Y1 blocker: 4; TRPML3 ag: 0.8; 14-3-3 Bad inh: -3; NPY-Y1 PAM-ag: -10; zfTRPN1 agonist: 0.3; CHOP inh: 20; EP2 antag: 7&15

How did COc1cc(C(=O)N2CCC(NC(=O)C(Cc3ccc(C)cc3)NC(C)=O)CC2)cc(OC)c1OC (configuration not stated) do in these assays?
EP2 modulator: 20; PPC-1+TRAIL kill: -24; NPY Y1 blocker: -1; TRPML3 ag: 0.5; 14-3-3 Bad inh: -10[fluorescence artefact?]; NPY-Y1 PAM-ag: -10; zfTRPN1 agonist: 2.1; CHOP inh: 44; EP2 antag: 7

What do the screens show for `CCOc1ccccc1N1CCN(CC(=O)N(CC(C)C)c2c(N)n(CC(C)C)c(=O)[nH]c2=O)CC1`?
EP2 modulator: 18; PPC-1+TRAIL kill: 17; NPY Y1 blocker: -3; TRPML3 ag: 0.9; 14-3-3 Bad inh: -3; NPY-Y1 PAM-ag: -7; zfTRPN1 agonist: -0.8; CHOP inh: 6; EP2 antag: 1

How did Cc1ccc(NC(=O)C(=O)NC(C)C2COc3ccccc3O2)cc1 (configuration not stated) do in these assays?
EP2 modulator: -15; PPC-1+TRAIL kill: 7; NPY Y1 blocker: 16; TRPML3 ag: 0.5; 14-3-3 Bad inh: 7; NPY-Y1 PAM-ag: 4; zfTRPN1 agonist: -0.1; CHOP inh: 64; EP2 antag: 2

Results for CCOc1ccccc1NC1c2ccccc2C(=O)N1c1ccc(C)cn1 (configuration not stated) ?
EP2 modulator: 81*; PPC-1+TRAIL kill: 0; NPY Y1 blocker: 2; TRPML3 ag: 0.3; 14-3-3 Bad inh: 4; NPY-Y1 PAM-ag: 0; zfTRPN1 agonist: 0.7; CHOP inh: 51; EP2 antag: 5

What do the screens show for `NC(=O)CSc1ncnc2c1cnn2Cc1ccccc1`?
EP2 modulator: 7; PPC-1+TRAIL kill: 6; NPY Y1 blocker: 5; TRPML3 ag: 0.7; 14-3-3 Bad inh: 6[fluorescence artefact?]; NPY-Y1 PAM-ag: 6; zfTRPN1 agonist: 2.4; CHOP inh: 7; EP2 antag: 5

Results for COC(=O)c1cc(=O)nc2sc(-c3ccc(F)cc3)nn12 ?
EP2 modulator: 8; PPC-1+TRAIL kill: -12; NPY Y1 blocker: 7; TRPML3 ag: 1.1; 14-3-3 Bad inh: 19[fluorescence artefact?]; NPY-Y1 PAM-ag: -6; zfTRPN1 agonist: 0.2; CHOP inh: -4; EP2 antag: 8

Results for COc1ccc(NC(=O)COC(=O)/C=C/c2ccccc2[N+](=O)[O-])cc1OC ?
EP2 modulator: -1; PPC-1+TRAIL kill: 5; NPY Y1 blocker: 3; TRPML3 ag: 0.3; 14-3-3 Bad inh: -1; NPY-Y1 PAM-ag: -13; zfTRPN1 agonist: 3.1; CHOP inh: 20; EP2 antag: 2

What do the screens show for `CN(c1cccc(NS(=O)(=O)c2cccs2)c1)S(C)(=O)=O`?
EP2 modulator: 6; PPC-1+TRAIL kill: 10; NPY Y1 blocker: 10; TRPML3 ag: 0.2; 14-3-3 Bad inh: 6; NPY-Y1 PAM-ag: 0; zfTRPN1 agonist: -0.1; CHOP inh: 15; EP2 antag: 10

How did CC(C)NC(=O)C1CCN(Cc2cnn(-c3ccccc3)c2-n2cccc2)CC1 do in these assays?
EP2 modulator: 10; PPC-1+TRAIL kill: 10; NPY Y1 blocker: 11; TRPML3 ag: 1.0; 14-3-3 Bad inh: 35; NPY-Y1 PAM-ag: 3; zfTRPN1 agonist: -0.2; CHOP inh: 10; EP2 antag: 2

What do the screens show for `CCCC(=O)Nc1ccc2c(c1)nc1n2CCN(C2CCCCC2)C1`?
EP2 modulator: -1; PPC-1+TRAIL kill: 8; NPY Y1 blocker: -4; TRPML3 ag: -0.4; 14-3-3 Bad inh: -4; NPY-Y1 PAM-ag: 18; zfTRPN1 agonist: -1.5; CHOP inh: 4; EP2 antag: 9

How did COc1cc(C2NC(=O)NC(C)=C2C(=O)OCc2ccc(C)cc2)cc(OC)c1O (configuration not stated) do in these assays?
EP2 modulator: -6; PPC-1+TRAIL kill: 11; NPY Y1 blocker: 13; TRPML3 ag: 0.6; 14-3-3 Bad inh: 3; NPY-Y1 PAM-ag: -40; zfTRPN1 agonist: 0.9; CHOP inh: 26; EP2 antag: 7

What do the screens show for `N#Cc1c(Cl)nc(N/N=C/c2ccccc2)c(Cl)c1Cl`?
EP2 modulator: 3; PPC-1+TRAIL kill: 10; NPY Y1 blocker: 0; TRPML3 ag: 1.2; 14-3-3 Bad inh: -1; NPY-Y1 PAM-ag: 34; zfTRPN1 agonist: 1.6; CHOP inh: 14; EP2 antag: 18

How did CCOC(=O)C(C)Oc1ccc(NC(=O)C(Cl)Cl)cc1 (configuration not stated) do in these assays?
EP2 modulator: -3; PPC-1+TRAIL kill: 10; TRPML3 ag: -0.3; 14-3-3 Bad inh: 0; NPY-Y1 PAM-ag: 18; zfTRPN1 agonist: -1.7; CHOP inh: -13; EP2 antag: 9

Results for COc1ccc(OC)c(/C=C/C(=O)NC2=NCCS2)c1 ?
EP2 modulator: -26; PPC-1+TRAIL kill: 2; NPY Y1 blocker: -3; TRPML3 ag: 0.1; 14-3-3 Bad inh: 7; NPY-Y1 PAM-ag: 9; zfTRPN1 agonist: 1.1; CHOP inh: 21; EP2 antag: 9

How did O=C(O)CCc1nnc(SCC(=O)Nc2ccc(Cl)c(C(F)(F)F)c2)[nH]c1=O do in these assays?
EP2 modulator: 34; PPC-1+TRAIL kill: 11; NPY Y1 blocker: 4; TRPML3 ag: 0.6; 14-3-3 Bad inh: -3; NPY-Y1 PAM-ag: 12; zfTRPN1 agonist: 0.5; CHOP inh: 21; EP2 antag: 7

What do the screens show for `CCOC(=O)c1cnc(-n2[nH]c(C)c(Cc3ccccc3)c2=O)[nH]c1=O`?
EP2 modulator: 17; PPC-1+TRAIL kill: 5; NPY Y1 blocker: 3; TRPML3 ag: -0.5; 14-3-3 Bad inh: -11; NPY-Y1 PAM-ag: -4; zfTRPN1 agonist: -0.1; CHOP inh: 6; EP2 antag: 7

Results for CCOc1ncccc1C(=O)N1CCN(Cc2ccc3c(c2)OCO3)CC1 ?
EP2 modulator: 1; PPC-1+TRAIL kill: 7; NPY Y1 blocker: 5; TRPML3 ag: 0.6; 14-3-3 Bad inh: -2; NPY-Y1 PAM-ag: -9; zfTRPN1 agonist: -0.8; CHOP inh: -20; EP2 antag: 12

How did COc1ccc(OC)c(NC(=O)CSc2nnc(Cc3cccn3C)n2CCc2ccccc2)c1 do in these assays?
EP2 modulator: -2; PPC-1+TRAIL kill: -4; NPY Y1 blocker: 5; TRPML3 ag: -0.6; 14-3-3 Bad inh: 11; NPY-Y1 PAM-ag: 14; zfTRPN1 agonist: 0.9; CHOP inh: 1; EP2 antag: 1

How did CC12C=CC3(CN(Cc4ccccc4)C(=O)C3C1C(=O)NC1CC1)O2 (configuration not stated) do in these assays?
EP2 modulator: 11; PPC-1+TRAIL kill: 19; NPY Y1 blocker: 10; TRPML3 ag: 1.3; 14-3-3 Bad inh: -1; NPY-Y1 PAM-ag: -8; zfTRPN1 agonist: 0.5; CHOP inh: 2; EP2 antag: 8

How did Cc1[nH]c(=S)[nH]c(=O)c1Cc1ccccc1 do in these assays?
EP2 modulator: -6; PPC-1+TRAIL kill: 10; NPY Y1 blocker: -1; TRPML3 ag: 1.2; 14-3-3 Bad inh: 9; NPY-Y1 PAM-ag: -4; zfTRPN1 agonist: 0.4; CHOP inh: -1; EP2 antag: 9

What do the screens show for `COC(=O)c1nn(-c2ccc(OC)cc2)c(=O)cc1Sc1ccc(C)cc1`?
EP2 modulator: -15; PPC-1+TRAIL kill: 7; NPY Y1 blocker: 0; TRPML3 ag: 0.4; 14-3-3 Bad inh: -4; NPY-Y1 PAM-ag: -2; zfTRPN1 agonist: 1.7; CHOP inh: 35; EP2 antag: 7

How did O=C(Nc1cccc(S(=O)(=O)N2CCOCC2)c1)c1ccc(N2CCOCC2)c([N+](=O)[O-])c1 do in these assays?
EP2 modulator: -14; PPC-1+TRAIL kill: 4; NPY Y1 blocker: 0; TRPML3 ag: 1.1; 14-3-3 Bad inh: 9; NPY-Y1 PAM-ag: -12; zfTRPN1 agonist: 4.5; CHOP inh: 17; EP2 antag: 15

What do the screens show for `CCC(C)NC(=O)CCn1c(-c2ccc(F)cc2)cc(C(C)=O)c1C` (configuration not stated)?
EP2 modulator: 31; PPC-1+TRAIL kill: 25; NPY Y1 blocker: 5; TRPML3 ag: 0.2; 14-3-3 Bad inh: -13; NPY-Y1 PAM-ag: 4; zfTRPN1 agonist: 0.1; CHOP inh: -12; EP2 antag: 3

What do the screens show for `C[C@@H]1O[C@@H](O[C@H]2[C@H](Oc3cc(O)c4c(c3)O[C@H](c3ccc(O)cc3)CC4=O)O[C@H](CO)[C@@H](O)[C@@H]2O)[C@H](O)[C@H](O)[C@H]1O`?
EP2 modulator: 22; PPC-1+TRAIL kill: 13; NPY Y1 blocker: 6; TRPML3 ag: 1.3; 14-3-3 Bad inh: -10; NPY-Y1 PAM-ag: 14; zfTRPN1 agonist: -1.5; CHOP inh: 9; EP2 antag: 11

How did CC1(C)CC(=O)C=C(Nc2cccc(O)c2)C1 do in these assays?
EP2 modulator: -7; PPC-1+TRAIL kill: -9; NPY Y1 blocker: 2; TRPML3 ag: -0.2; 14-3-3 Bad inh: -7; NPY-Y1 PAM-ag: -3; zfTRPN1 agonist: 0.3; CHOP inh: -6; EP2 antag: 13

How did CC(C)COC(=O)CCn1[nH]c(=O)c2ccccc2c1=O do in these assays?
EP2 modulator: 3; PPC-1+TRAIL kill: 22; NPY Y1 blocker: 1; TRPML3 ag: 0.7; 14-3-3 Bad inh: -14; NPY-Y1 PAM-ag: -25; zfTRPN1 agonist: 0.8; CHOP inh: -2; EP2 antag: 8

How did Nn1cc(-c2ccccc2)nc1SCC(=O)NCCN1C(=O)CSC1=O do in these assays?
EP2 modulator: -18; PPC-1+TRAIL kill: 4; NPY Y1 blocker: -2; TRPML3 ag: 1.1; 14-3-3 Bad inh: -9; NPY-Y1 PAM-ag: 12; zfTRPN1 agonist: -0.3; CHOP inh: 13; EP2 antag: 1

The list is partial; count on the stated rates, not on these rows.
